Screening results from PubChem BioAssay.
Rpn11 block = blocks the human proteasome subunit Rpn11. 360,000 compounds, 0.59% hits. human 26S proteasome, Ub4-pepOG fluorescence polarization; 20S core pre-blocked with epoxomicin. AID 588493. calls only at 20 µM;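 active = inhibition at 20 µM, scaled to each plate's controls, above about 33%, limit read from the data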
Scp-1 inhibitor = blocks human Scp-1 phosphatase activity | Q9GZU7 | Recombinant Scp1, phosphopeptide, malachite green phosphate absorbance | inhibition, % at 20 µM | 340,000 compounds, 0.88% hits | AID 493091;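 active = inhibition above about 50% at 20 µM, limit read from the data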;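 note: plate controls were DMSO wells with enzyme for no effect and wells lacking enzyme for full effect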
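assay system = SCP-1 phosphatase catalytic domain, residues 76-261 | buffer or medium = 50 mM Tris acetate pH 5.5, 0.005% Tween-20, 10 mM MgCl2 | incubation = enzyme reaction 45 min at room temperature, colour 5 min, stabilisation 30 min | signal = Phosphate-binding colour reagent, absorbance read at 630 nm | measure = % inhibition at 20 µM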
SUMO1 PPI mod = alters human SUMO1 binding to SIM partners; SUMO1 binding to a labelled peptide, TR-FRET, 1 h; AID 602429; inhibition, % at 20 µM; 360,000 compounds, 0.33% hits; in the data active = inhibition above about 37%
Target sequence (P63165 whole entry, looked up): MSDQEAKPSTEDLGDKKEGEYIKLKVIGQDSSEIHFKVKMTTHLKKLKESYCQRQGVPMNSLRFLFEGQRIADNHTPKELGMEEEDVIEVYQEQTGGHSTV
STEP block = inhibitors of human striatal-enriched phosphatase STEP | P54829 | recombinant STEP, OMFP fluorogenic substrate, fluorescence | inhibition, % at 20 µM | 360,000 compounds, 0.25% hits | AID 588621;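 active = inhibition at 20 µM, scaled per plate between control wells, above about 37%, limit read from the data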;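 note: 0% = DMSO with enzyme and substrate and 100% = substrate only without enzyme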
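Assay system: isolated STEP enzyme / Timing: 20 min at room temperature, dark / Doses: 20 µM, 1% DMSO / Technique: fluorescence intensity, excitation 480 nm, emission 540 nm / Reagent: fluorogenic phosphatase substrate OMFP at 25 µM final / Measure: percent inhibition scaled to no-enzyme and uninhibited-enzyme controls, plate-pattern corrected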
DNMT1 inh = blocks human DNA methyltransferase DNMT1. P26358. DNMT1 molecular beacon, Hinp1I cleavage, fluorescence. inhibition (reported as % activation of signal), % at 10 µM. 360,000 compounds, 0.83% hits. AID 588458; in the data active = inhibition above about 50%
NadD inh = blocks S. aureus nicotinate mononucleotide adenylyltransferase | purified NadD enzyme, colorimetric absorbance read-out | inhibition, % at 20 µM | 360,000 compounds, 0.78% hits; in the data active = inhibition above about 26%; note: some compounds past the cut are filed as inactive
CendR NRP1 mod = NRP-1/CendR interaction modulation. FAM-RPARPAR peptide binding to NRP-1, fluorescence polarization. inhibition, % at 25 µM. 360,000 compounds, 0.85% hits. AID 602438;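 active = inhibition or corrected inhibition above about 18%, plus a signal ratio from 0.5 to 1.5, limit read from the data, passing the limit was not always enough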; note: strong numbers were not always called active
Target sequence (O14786 whole entry, looked up): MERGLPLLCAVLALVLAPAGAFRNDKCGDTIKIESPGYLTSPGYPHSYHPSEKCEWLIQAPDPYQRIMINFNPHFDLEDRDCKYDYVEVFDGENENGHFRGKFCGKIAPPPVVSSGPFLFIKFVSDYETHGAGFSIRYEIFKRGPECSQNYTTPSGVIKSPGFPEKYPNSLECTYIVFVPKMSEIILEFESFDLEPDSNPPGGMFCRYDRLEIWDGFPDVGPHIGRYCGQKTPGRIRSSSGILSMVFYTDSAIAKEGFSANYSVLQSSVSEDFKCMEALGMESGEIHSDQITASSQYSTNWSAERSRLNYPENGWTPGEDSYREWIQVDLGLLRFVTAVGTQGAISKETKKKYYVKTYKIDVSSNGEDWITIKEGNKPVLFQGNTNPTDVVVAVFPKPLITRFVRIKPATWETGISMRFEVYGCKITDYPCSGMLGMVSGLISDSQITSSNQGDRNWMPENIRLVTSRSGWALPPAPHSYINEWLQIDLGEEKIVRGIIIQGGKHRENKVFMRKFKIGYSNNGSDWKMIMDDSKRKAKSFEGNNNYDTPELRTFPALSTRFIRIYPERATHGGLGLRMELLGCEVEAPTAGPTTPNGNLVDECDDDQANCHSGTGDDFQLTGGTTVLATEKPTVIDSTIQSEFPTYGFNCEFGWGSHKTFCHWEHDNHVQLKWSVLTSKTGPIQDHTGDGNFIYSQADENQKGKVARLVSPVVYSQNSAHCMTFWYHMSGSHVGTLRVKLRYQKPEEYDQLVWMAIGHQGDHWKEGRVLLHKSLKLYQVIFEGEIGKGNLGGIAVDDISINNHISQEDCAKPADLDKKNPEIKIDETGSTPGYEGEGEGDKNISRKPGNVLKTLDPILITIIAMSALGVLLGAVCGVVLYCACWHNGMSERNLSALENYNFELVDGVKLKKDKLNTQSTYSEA
MT1-MMP act inh = blocks activation of human MT1-MMP | HT1080 RFP-PRO-GFP cells, GFP/RFP ratio fluorescence, overnight; percent of plate control window, DMSO zero | GFP/RFP ratio change, % at 20 µM | 360,000 compounds, 0.061% hits;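 active = GFP/RFP ratio change of at least 30% with cell ATP level not reduced by more than half and red fluorescence within 50% of control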; note: strong numbers were not always called active
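Assay system: RFP-PRO-GFP reporter HT1080 cells; read-out basis: GFP/RFP fluorescence ratio; benchmarks: DMSO wells and RFP-L50D-GFP cells; doses: 20 µM single dose, 1% DMSO; schedule: overnight cell settling, then overnight compound exposure, 37 °C, 5% CO2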
LMPTP inh = LMPTP (human) inhibition | P24666 | recombinant LMPTP-A, OMFP fluorogenic substrate, fluorescence intensity | inhibition, % at 20 µM | 360,000 compounds, 0.22% hits;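 active = compounds that cut the enzyme signal by at least half of the control window in the single-dose screen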;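 note: plate controls were DMSO wells with enzyme plus substrate for no effect and substrate without enzyme for full effect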
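Test system: LMPTP-A phosphatase enzyme. Amount: LMPTP-A at 0.625 nM final in the reaction. Reagent: OMFP substrate, 400 µM final. Times: 50 min at room temperature. Signal: endpoint fluorescence intensity from OMFP dephosphorylation. Read-out basis: % inhibition. Benchmarks: no-enzyme and uninhibited controls.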
SKN-1 block = inhibitors of C. elegans SKN-1 | C. elegans VP596 Pgst-4::GFP/RFP ratio, acrylamide-induced, 24 h | inhibition, % at 21.8 µM | 360,000 compounds, 0.49% hits | AID 624304;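 active = interference check ratio from 0.5 to 1.5 plus GFP to RFP signal ratio inhibition reaching or exceeding a fixed threshold, cut at about 30% in these data, passing the limit was not always enough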; note: some compounds called inactive have numbers as strong as hits
* hit, by the source's call; i = inactive; . = not tested or not shown.

The opening 3 records as a preview:
SUMO1 PPI mod | SKN-1 block | Scp-1 inhibitor | STEP block | Rpn11 block | LMPTP inh | DNMT1 inh | MT1-MMP act inh | NadD inh | CendR NRP1 mod | SMILES
-1 | 12 | . | -1 | i | -2.5 | 8 | -16 | 5 | 14 | CC(C)(CO)CNc1ccn2nccc2n1
-14 | 9 | -5 | 0 | i | -0.6 | 0 | -1 | 6 | 10 | Cc1cc(C)n(C(=O)c2cccc([N+](=O)[O-])c2)n1
-1 | 15 | -4 | 2 | i | -0.2 | -2 | 0 | 7 | 16 | COc1cc(C#N)ccc1OCC(=O)NCc1cccs1

The listing (from the top)
SUMO1 PPI mod | SKN-1 block | Scp-1 inhibitor | STEP block | Rpn11 block | LMPTP inh | DNMT1 inh | MT1-MMP act inh | NadD inh | CendR NRP1 mod | SMILES
-1 | 12 | . | -1 | i | -2.5 | 8 | -16 | 5 | 14 | CC(C)(CO)CNc1ccn2nccc2n1
-14 | 9 | -5 | 0 | i | -0.6 | 0 | -1 | 6 | 10 | Cc1cc(C)n(C(=O)c2cccc([N+](=O)[O-])c2)n1
-1 | 15 | -4 | 2 | i | -0.2 | -2 | 0 | 7 | 16 | COc1cc(C#N)ccc1OCC(=O)NCc1cccs1
1 | -4 | -4 | 4 | i | 1.5 | -2 | 6 | 0 | -16 | CCc1ccccc1OCC(=O)Nc1nc(-c2cccnc2)cs1
6 | -7 | -1 | 2 | i | -0.4 | 2 | -1 | 1 | -14 | Cc1cc(SCC(=O)N2CCCC2=O)nc2ccccc12
2 | -9 | -4 | 1 | i | -0.3 | 1 | 3 | -1 | 2 | Cc1cc(C(=O)O)c(CCCN)s1
4 | -15 | -10 | 2 | i | 0.0 | 0 | 2 | 1 | 5 | COc1cc(C(=O)Nc2cc(C)cc(C)c2)c(-n2cnnn2)cc1OC
-27 | -10 | 3 | 2 | i | 2.4 | -2 | 5 | 10 | -6 | O=C(/C=C/c1ccccc1)N1CCN(c2ccc([N+](=O)[O-])c(N3CCOCC3)c2)CC1
-3 | 7 | -2 | 4 | i | 1.4 | -8 | 11 | 11 | 18 | COc1ccc(Nc2ncc(C(=O)N3CCN(c4ccccc4OC)CC3)c3ccccc23)cc1
-1 | 1 | -11 | -2 | i | -1.1 | 2 | 4 | -2 | 10 | COc1ccc(C(=O)N2CC(c3ccc(Cl)cc3)CC2=O)cc1 (stereo not drawn)
0 | 0 | -3 | -2 | i | -1.3 | 3 | -1 | 7 | -9 | CC1Oc2ccccc2N(CC(=O)c2ccccc2)C1=O (stereo not drawn)
3 | -13 | 1 | -7 | i | -2.2 | 2 | 0 | 0 | -9 | CCOc1ccccc1-n1c(SCC(=O)NCc2ccco2)nnc1-c1ccncc1
-3 | -3 | -4 | 2 | i | -3.0 | 0 | 2 | -6 | -2 | O=C(C[n+]1ccccc1)N/N=C/c1c(F)cccc1Cl
-8 | 4 | -17 | 1 | i | 0.5 | 2 | -7 | 13 | -4 | CC(=O)c1c(C)oc2ccc(N(C(=O)C3CCCCC3)S(=O)(=O)c3cc([N+](=O)[O-])ccc3C)cc12
0 | 0 | 3 | -8 | i | -2.8 | -3 | 4 | 4 | -4 | COc1ccc(S(=O)(=O)N(C)CC(=O)N2CCOCC2)cc1Cl
-3 | -3 | -4 | 3 | i | 2.1 | -10 | -7 | 7 | -7 | O=C1[C@@H]2C(c3cccnc3)=NO[C@@H]2C(=O)N1c1ccc2ccccc2c1
9 | -22 | 0 | -1 | i | 0.5 | -16 | 0 | 4 | -3 | N#CC1=C(N)Oc2n[nH]c(-c3cccs3)c2C1C1CCCCC1 (stereo not drawn)
0 | -5 | -7 | 2 | i | -1.2 | 0 | -3 | -3 | 1 | CCOC(=O)NNc1cc(C(F)(F)F)ccn1
1 | 3 | -1 | -1 | i | -2.2 | 4 | -5 | 2 | -5 | COc1cc(/C=N/n2c(-c3cc(C)[nH]n3)n[nH]c2=S)cc(OC)c1O
2 | -6 | 1 | 0 | i | -0.8 | -2 | 3 | -3 | 21 | COc1cc(CO)c(Br)cc1OCC(N)=O
3 | 16 | -5 | 1 | i | -0.1 | 2 | 1 | -3 | 0 | O=C(CCc1ccccc1)Nc1cc2c3c(c1)CCC(=O)N3CCC2
2 | 3 | 0 | 1 | i | -0.9 | 2 | 1 | -5 | -8 | Cc1cc(C)n2nc(SCc3nc4ccccc4[nH]3)nc2n1
-11 | 14 | -7 | -1 | i | 12 | -2 | -9 | 3 | -17 | N#C/C(=C(/O)c1ccc([N+](=O)[O-])s1)c1nc2ccccc2[nH]1
-10 | -3 | -2 | 3 | i | 2.1 | 2 | 7 | 0 | 1 | C=CCSc1nnc(-c2cccc3ccccc23)o1
2 | 3 | -6 | -2 | i | 1.0 | 2 | -3 | 6 | 0 | COCc1cc(C(C)=O)ccc1OC
5 | -7 | -2 | -2 | i | 0.2 | -1 | 3 | -1 | -18 | Cc1c([N+](=O)[O-])cc(C(=O)Nc2ccc3ncccc3c2)cc1[N+](=O)[O-]
-2 | 6 | -8 | -1 | i | -1.3 | 11 | 2 | -1 | 9 | COC(=O)Nc1nc2ccc(Br)cc2s1
0 | 6 | -8 | 2 | i | 1.2 | -9 | -2 | -9 | 1 | COc1ccc(OC)c2c(C)cc(N3CCCN(C)CC3)nc12
-1 | -12 | -1 | -2 | i | -0.3 | 0 | -1 | -4 | -1 | O=C(C1CCCN(Cc2nc(-c3ccc(Cl)cc3)no2)C1)N1CCOCC1 (stereo not drawn)
1 | 13 | -7 | -1 | i | -1.9 | -3 | 5 | -1 | -8 | CC1Cc2ccccc2N1C(=O)CSCC(=O)O (stereo not drawn)
-2 | -8 | -3 | -2 | i | 0.1 | 0 | -2 | -5 | -2 | CCOC(=O)C1(CCOc2ccccc2)CCN(Cc2cccs2)CC1
14 | 19 | -10 | 1 | i | 2.1 | 3 | -2 | -6 | 2 | Cc1ccccc1NC(=O)Cn1nc(C)c2ccccc2c1=O
2 | 0 | 4 | -1 | i | -2.4 | 0 | 3 | -1 | 13 | COc1ccc(-n2c(Cc3cccn3C)nnc2SCC(=O)N2CCOCC2)cc1
2 | -4 | 3 | -1 | i | -2.3 | 8 | 3 | -3 | -6 | Cc1ccc(C(C)NC(=O)Cc2cccs2)c(C)c1 (stereo not drawn)
-4 | -9 | -2 | 1 | i | -0.3 | 7 | -4 | -2 | -4 | NC(=O)c1c(/N=C/c2cccs2)sc2c1CCCC2
-3 | -7 | -8 | 0 | i | -0.4 | -8 | 4 | 1 | -7 | CC(=O)N1CCN(c2ccc(NCc3ccc(F)cc3)cc2)CC1
6 | 0 | -4 | 2 | i | -0.1 | 0 | -2 | -7 | -9 | CCOc1ccc(NC(=O)CN(C)C(=O)Cn2c(=O)oc3ccccc32)cc1OCC
-1 | 2 | -9 | -1 | i | 0.8 | 0 | 1 | 3 | 3 | O=C(OCc1cc2ccccc2[nH]c1=O)c1ccccn1
-1 | 2 | 10 | -1 | i | -0.2 | 0 | 3 | -4 | 5 | CC(C(=O)NC1CCCc2ccccc21)N1CCN(Cc2ccc3c(c2)OCO3)CC1 (stereo not drawn)
-1 | 10 | -2 | 1 | i | 1.7 | 7 | -7 | -11 | -4 | Cc1noc(C)c1S(=O)(=O)N(CC(=O)NCc1ccccc1)c1ccc(C(C)C)cc1
0 | -18 | -6 | 2 | i | 1.5 | 3 | 2 | -4 | 2 | COc1ccc(C(CNC(=O)C(C)Oc2ccc(Br)cc2)N2CCCC2)cc1 (stereo not drawn)
4 | 9 | -5 | 24 | i | -0.3 | 0 | 2 | -4 | -5 | CCOC(=O)c1ccc(NC(=S)NCCCN2CCCC2=O)cc1
-4 | -3 | -11 | 4 | i | 6.8 | -2 | -9 | -4 | -6 | COc1ccc(CC(=O)NNC2=Nc3cccc4cccc2c34)cc1OC
-2 | 8 | -3 | -3 | i | -1.7 | 2 | 0 | -1 | 1 | CC1(NC(=O)N2CCCCC2)CCS(=O)(=O)C1 (stereo not drawn)
0 | -21 | -5 | 0 | i | -1.0 | 1 | -1 | -3 | 4 | COc1ccccc1-n1c(CNC(=O)c2ccco2)n[nH]c1=S
2 | 10 | -13 | 2 | i | 3.3 | -12 | 4 | -5 | -25 | CCOc1ccc(C(=O)CCC(=O)Nc2cccc(S(=O)(=O)N3CCCCC3)c2)cc1
-2 | 5 | -1 | -2 | i | 0.3 | 3 | 0 | -5 | 5 | Cc1ccc(NC(=O)COC(=O)c2ccc(F)cc2Cl)c(Br)c1
6 | -10 | -6 | -1 | i | 0.4 | -2 | 5 | -8 | 8 | Cc1ccc(S(=O)(=O)N2CCN(C(=O)COC(=O)CSc3ccccc3)CC2)c(C)c1
0 | 3 | -7 | 2 | i | 0.4 | -1 | 1 | -5 | -3 | CC(=O)c1cc(Cl)ccc1OCc1cccc(S(=O)(=O)N2CCOCC2)c1
-3 | 4 | -6 | -2 | i | -2.0 | 3 | 9 | -4 | 21 | Cc1nn(C)cc1CNC(=O)c1ccc(F)cc1

(listing goes on)
SUMO1 PPI mod | SKN-1 block | Scp-1 inhibitor | STEP block | Rpn11 block | LMPTP inh | DNMT1 inh | MT1-MMP act inh | NadD inh | CendR NRP1 mod | SMILES
-3 | 4 | 0 | -1 | i | -1.0 | -3 | -1 | 1 | -1 | CCOC(=O)CNC(=O)N1CCC(CCC(=O)N(C)Cc2ccccc2)CC1
2 | 14 | -10 | 1 | i | -0.1 | 3 | -5 | 12 | -12 | CCOC(=O)c1c(NC(=O)CN2C(=O)NC3(CCC(CC)CC3)C2=O)sc(C)c1-c1ccc(C)cc1 (stereo not drawn)
3 | 9 | -2 | 12 | i | -0.6 | -3 | 1 | -3 | 7 | O=C(N/N=C/c1ccncc1)NC12CC3CC(CC(C3)C1)C2
2 | -13 | -3 | -2 | i | -1.5 | -3 | 11 | -5 | 5 | Cc1ccc(S(=O)(=O)N2CCOCC2)cc1C(=O)N1CC(C)OC(C)C1 (stereo not drawn)
-15 | 3 | 0 | -2 | i | -0.2 | -1 | 0 | 0 | 3 | COc1c(Br)cc([N+](=O)[O-])c(OC)c1C(=O)NC(=O)Nc1nc(C)cc(C)n1
-1 | 11 | 8 | 1 | i | -1.0 | 5 | -9 | 1 | 1 | CC(C)c1ccc(C2OCCCO2)cc1
-3 | 5 | -8 | 3 | i | 3.2 | 2 | 6 | 2 | -8 | O=C(Oc1ccc(Cl)c2cccnc12)C12CC3CC(CC(C3)C1)C2
-3 | 12 | -5 | 0 | i | -3.6 | 3 | -1 | -3 | -14 | O=C(O)CCCC(=O)NCCc1ccncc1
